# G9a block: qHTS Assay for Inhibitors of Histone Lysine Methyltransferase G9a; Histone-lysine N-methyltransferase EHMT2 (Homo sapiens), Q96KQ7; G9a H3K9 monomethylation, AlphaScreen, 2 h; Potency, µM (doses to about 102 µM), for the others: at the highest dose activity, negative = inhibition, hits mostly inhibitors; 8.8% of 350,000 active; AID 504332, 2011; also: % is scaled to controls: 0 for no effect and ±100 for the full control effect; nearly all actives have a fitted effect of over 75% in size
#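 Quantitative HTS format: methyltransferase activity on a biotin-tagged H3K9 peptide is measured by AlphaScreen, using a rabbit anti-monomethyl-H3K9 antibody with streptavidin donor and anti-IgG acceptor beads. Final levels are 20 nM enzyme, 500 nM peptide, 20 uM SAM; 2 h RT.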
# POLI inh: qHTS for Inhibitors of Polymerase Iota; DNA polymerase iota (Homo sapiens), Q9UNA4; Pol iota fluorescent replication assay, 10 min; AID 588590, 2011; Potency, µM (titrated, usually from 115 µM), for the others: top-dose activity, negative = inhibition, actives largely listed as inhibitors; 1% of 390,000 active
#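 Fluorescent replication assay read twice, at 0 min and 10 min after adding 50 nM (final) substrate. Enzyme (10 nM) and compounds were first incubated 15 min at room temperature; enzyme-free buffer wells were negative controls.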
# BLM helicase inh: qHTS Assay for Inhibitors of Bloom's syndrome helicase (BLM); 0.2% of 350,000 active; Potency, µM (highest dose often 56.1 µM), for the others: top-dose activity change, negative = inhibition, actives largely listed as inhibitors; RecQ-like DNA helicase BLM (Homo sapiens), P54132; recombinant BLM DNA unwinding, fluorescence dequenching;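 also: plate controls were vehicle for no effect and no enzyme for full effect; nearly all actives have a fitted effect of over 35% in size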
# POLH inh: qHTS for Inhibitors of Polymerase Eta. DNA polymerase eta (Homo sapiens), Q9Y253. recombinant Pol eta, fluorescent DNA replication assay. Potency, µM (series often up to 114 µM), for inactives: at the highest dose activity change, negative = inhibition, hits mostly inhibitors. 1.2% of 390,000 active. AID 588591, 2011; also: % is scaled to controls: 0 for no effect and ±100 for the full control effect
#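 Pol eta at 10 nM preincubated with compounds 15 min at room temperature; reaction started with fluorescent substrate (50 nM final) and read kinetically at 0 and 10 min.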
# POLB inh: qHTS Assay for Inhibitors of DNA Polymerase Beta. Pol beta primer extension/strand displacement, fluorescence kinetic. AID 485314, 2010. 1.3% of 340,000 active. P06746. Potency, µM (titrated, usually from 114 µM), without a hit: at the top dose activity change, negative = inhibition, most hits filed as inhibitors; also: % is scaled to controls: 0 for no effect and ±100 for the full control effect
#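 Values derive from four-parameter Hill fits of normalized kinetic data: reads at 0 and 10 min following addition of 50 nM substrate to 10 nM Pol beta preincubated 15 min with compound.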
# POLK inh: qHTS for Inhibitors of Polymerase Kappa; DNA polymerase kappa (Homo sapiens), Q9UBT6; purified Pol kappa, fluorescent DNA synthesis assay, 10 min; Potency, µM (series often up to 107 µM), without a hit: top-dose activity, negative = inhibition, most hits filed as inhibitors; 0.53% of 400,000 active; also: % is scaled to controls: 0 for no effect and ±100 for the full control effect
#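 Here, compound and 10 nM enzyme are combined for 15 min at room temperature; adding 50 nM substrate (final) starts DNA synthesis, tracked by fluorescence at 0 and 10 min against buffer-only wells.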
# APE1 inh: qHTS Assay for Inhibitors of the Human Apurinic/apyrimidinic Endonuclease 1 (APE1); recombinant APE1, TAMRA/BHQ-2 abasic DNA cleavage fluorescence; Potency, µM (doses to about 65.8 µM), for inactives: at the top dose activity change, negative = inhibition, hits mostly inhibitors; 0.35% of 350,000 active; AID 2517, 2012;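 also: plate controls were vehicle for no effect and reference inhibitor for full effect; nearly all actives have a fitted effect of over 55% in size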
#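 APE1 at 0.75 nM preincubated 15 min at room temperature with compound. Reaction then started with 50 nM double-stranded THF-abasic substrate labelled with TAMRA/BHQ-2, and 525/598 nm fluorescence read kinetically. Activity taken as third-minus-first read difference, normalized to DMSO and NSC13755 controls.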
# JMJD2A Tudor inh: qHTS Assay for Inhibitors of JMJD2A-Tudor Domain; Lysine-specific demethylase 4A (Homo sapiens), O75164; AlphaScreen JMJD2A-Tudor / H3K4me3 peptide binding; Potency, µM (titrated, usually from 114 µM), inactives show at the highest dose activity change, negative = inhibition, hits mostly inhibitors; 4.4% of 390,000 active; AID 504339, 2011; also: % is scaled to controls: 0 for no effect and ±100 for the full control effect; nearly all actives have a fitted effect of over 50% in size
# Target sequence (O75164 whole entry, looked up, the tested form may be a part): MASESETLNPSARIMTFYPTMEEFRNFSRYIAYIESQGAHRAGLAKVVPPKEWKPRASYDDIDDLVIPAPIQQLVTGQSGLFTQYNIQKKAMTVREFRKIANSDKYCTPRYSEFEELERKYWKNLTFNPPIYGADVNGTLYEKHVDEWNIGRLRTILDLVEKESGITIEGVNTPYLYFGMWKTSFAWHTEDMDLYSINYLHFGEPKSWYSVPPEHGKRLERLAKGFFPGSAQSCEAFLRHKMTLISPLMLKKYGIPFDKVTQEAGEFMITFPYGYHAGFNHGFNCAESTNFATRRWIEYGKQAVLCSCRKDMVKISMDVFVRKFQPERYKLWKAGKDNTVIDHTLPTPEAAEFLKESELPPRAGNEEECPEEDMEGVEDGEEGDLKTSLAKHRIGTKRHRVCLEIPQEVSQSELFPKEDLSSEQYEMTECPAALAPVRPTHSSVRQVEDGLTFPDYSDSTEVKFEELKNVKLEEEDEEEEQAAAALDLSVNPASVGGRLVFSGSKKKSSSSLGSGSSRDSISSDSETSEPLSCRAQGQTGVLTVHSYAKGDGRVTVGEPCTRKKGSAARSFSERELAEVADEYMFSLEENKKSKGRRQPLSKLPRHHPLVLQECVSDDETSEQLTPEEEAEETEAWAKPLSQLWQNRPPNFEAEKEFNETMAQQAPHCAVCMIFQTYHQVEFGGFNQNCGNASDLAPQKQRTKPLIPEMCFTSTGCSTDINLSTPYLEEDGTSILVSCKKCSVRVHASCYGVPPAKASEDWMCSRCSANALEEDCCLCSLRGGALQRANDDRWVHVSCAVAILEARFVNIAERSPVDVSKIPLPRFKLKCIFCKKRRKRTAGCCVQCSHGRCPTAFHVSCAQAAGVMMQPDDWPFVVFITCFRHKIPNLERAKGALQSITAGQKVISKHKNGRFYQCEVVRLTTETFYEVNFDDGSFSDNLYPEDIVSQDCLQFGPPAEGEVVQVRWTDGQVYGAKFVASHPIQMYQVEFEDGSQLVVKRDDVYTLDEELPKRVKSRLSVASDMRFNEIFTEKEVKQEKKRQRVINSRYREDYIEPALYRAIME
# BAZ2B block: qHTS Assay for Inhibitors of BAZ2B; Bromodomain adjacent to zinc finger domain protein 2B (Homo sapiens), Q9UIF8; AlphaScreen BAZ2B-H3K14Ac peptide displacement; Potency, µM (highest dose often 114 µM), for inactives: at the highest dose activity change, negative = inhibition, usual class: inhibitors; 4.4% of 360,000 active; also: % is scaled to controls: 0 for no effect and ±100 for the full control effect; nearly all actives have a fitted effect of over 60% in size
#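 BAZ2B (50 nM) with biotin-H3(5-23)K14Ac peptide (50 nM) in PBS pH 7.4, 0.01% Tween-20, preformed 30 min, then compound 30 min at room temperature; top concentration 110uM. AlphaScreen streptavidin donor/nickel chelate acceptor beads (10 ug/mL final), 20 min dark, signal read.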
# Active calls of the source: *; ? = inconclusive; / = no result given; & = joins results of further samples; [ ] = another dose, or the depositor's remark. Calls follow the shape of the dose curve; as a rule, active = well fitted curve in the direction sought with a large enough effect; inconclusive = small, poorly fitted or top-dose-only effect, or another doubt; inactive = no such curve, though single readings can be large; an effect the other way counts as inactive or inconclusive. Potency is read from the fitted curve at half-maximal effect. These rows are one share of the data; rates above refer to the full screens.
SMILES,G9a block,POLI inh,BLM helicase inh,POLH inh,POLB inh,POLK inh,APE1 inh,JMJD2A Tudor inh,BAZ2B block
COC(=O)Cn1c(=O)c2c(nc3n2CC(C)CN3Cc2ccccc2)n(C)c1=O (stereo not given),12%,2%,0%,-8%,9%,-5%,-4%,-22%,4%[57.1 µM]
COc1ccc(/C=N/NC(=O)CCNc2n[nH]c(=O)[nH]c2=O)c(OC)c1,50%[activator],0%,5%,-13%,1%,-1%,0%,2%,/
CSCCC(NS(=O)(=O)c1ccc(C)cc1)C(=O)N1CCN(S(=O)(=O)c2ccc(F)cc2)CC1 (stereo not given),-5%,22%,/,-13%,/,-25%,-7%,-19%,9%
O=C(NCC(c1ccco1)N1CCN(c2ccc(F)cc2)CC1)C(=O)NC1CC1 (stereo not given),-27%,22%,/,1%,/,-7%,31%,-7%,5%
CCOC(=O)c1sc(NC(=O)CSc2nc3ccccc3o2)c(C(=O)OCC)c1C,82%[activator][59 µM],7%,-4%,-12%,8%,-20%,4%,-11%,-2%
O=C(c1cccs1)N(Cc1ccc(F)cc1)C1CCS(=O)(=O)C1 (stereo not given),/,-7%,-8%,-14%,76%,8%,18%,3%,-3%
Cc1ccc(C(=O)N2[C@@H]3CN(C)C(=O)[C@@]2(Cc2ccccc2)[C@H]2C(=O)N(C)C(=O)[C@@H]32)cc1,/,21%,/,-21%,/,-1%,/,-6%,/
Brc1ccc(C2=CSC3=NCCN23)cc1,?,30%[activator],1%,-4%,0%,5%,-3%,-14%,-23%
COc1ccc(OCC(=O)Nc2ccc3oc(-c4ccncc4)nc3c2)cc1,-23%,19%,-7%,3%,?,-13%,5%,?,-21%
Cc1sc2nc(COC(=O)CNC(=O)c3ccc(C(C)(C)C)cc3)[nH]c(=O)c2c1C,15%[59 µM],10%,-5%,-23%,15%,-12%,10%,-26%,-3%
CC1CCN(S(=O)(=O)c2cc(C(=O)N3CCN(c4cccc(Cl)c4)CC3)n(C)c2)CC1,7%[59 µM],-22%,-7%,-10%,31%[activator],-7%[60.1 µM],/,-35%,-18%
CC(C)C(=O)Nc1ccc(NC(=O)c2cccc3c(Br)cccc23)cc1,17%,33%[activator],-7%,0%,46%,4%,7%,?,6%
CC(C)c1ccc(NC(=O)c2cccc3c2C(=O)N(C2CCCCC2)C3)cc1,10%[59 µM],-1%,-11%,/,-4%,5%,/,-3%,/
C=C[C@@H]1c2ccccc2N(S(=O)(=O)c2ccc(C)cc2)[C@H](c2ccccc2)C1(C#N)C#N,8%[2.33 µM],20%&-7%,/,-21%,/,10%&0%,3%,-6%,-8%
CCn1c(=O)c(C(=O)Nc2ccc(C)cc2)c(O)c2ccccc21,1%,130%[activator],-4%,-5%,8%,4%,28%,-7%,?
Cc1ccc(C)c(-n2ccnc2SCC(=O)Nc2cccc(S(=O)(=O)NC3=NCCC3)c2)c1,13%[2.33 µM],62%[activator],/,-18%,/,6%,27%,-18%,-31%
Cc1ccc(NC(=O)C2C3CCC(O3)C2C(=O)O)c(Br)c1 (stereo not given),/,27%,1%,-5%,?,-8%,-24%,-15%,1%
CC(NC(=O)c1ccccc1NC(=O)CSc1nnnn1C)c1ccccc1 (stereo not given),5%,13%,1%,-21%,-8%,-11%,2%,-6%,3%
COc1ccccc1-c1nn(-c2ccccc2)cc1C(=O)N1CCc2ccccc2C1,?,-19%,/,-16%,/,-11%,-10%,-23%,-29%
O=C(Nc1ccccc1C(F)(F)F)c1cccnc1,18%[2.33 µM],-13%,-13%,-8%,-1%,-1%,1%,-2%,-8%
O=C(Nc1cccc(C(F)(F)F)c1)c1cc(-c2cccs2)on1,23%[2.33 µM],-13%,-4%,2%,-4%,-23%,-5%,-9%,4%
COc1cc(OC)c2c(c1)O/C(=C\c1ccccc1)C2=O,/,0%,/,-24%,/,-6%,/,-26%,/
Nc1c(Cl)cc(Cl)cc1C(=O)OCC(=O)N1CCCC1,7%,21%,-2%,-7%,-17%,14%,1%,21%,4%
O=C(COC(=O)c1ccncc1)Nc1ccc2c(c1)OCO2,/,86%[activator],/,2%,/,-19%,14%,-24%,/
CN1CCOc2ccc(S(=O)(=O)NCCc3ccc(Cl)cc3)cc21,/,14%,-8%,-15%,-1%,-11%,-1%,?,?
O=C(O)C1CCCCC1C(=O)Nc1ccc(Cl)cc1Cl (stereo not given),-20%[12.7 µM],4%,2%,4%,3%,5%,-2%,-19%,-5%
COc1ccc(N(CC(=O)N/N=C/c2ccccc2F)S(=O)(=O)c2ccccc2)cc1,17%,27%,-2%,-23%,2%,3%,-15%,-3%,-4%
COC(=O)c1ccc(S(N)(=O)=O)o1,20%[59 µM],12%,2%,-4%,0%,-2%,0%,0%,-1%
CCCCn1c(N)c(N(CC(C)C)C(=O)C2CC(=O)N(c3ccc(C)cc3)C2)c(=O)[nH]c1=O (stereo not given),?,35%[activator],/,-19%,/,-10%,0%,-14%,-2%
O=C(c1ccc2c(c1)N(Cc1cccc(Cl)c1)C(=O)c1ccccc1S2(=O)=O)N1CCCCC1,-5%[59 µM],-5%,-4%,-1%,34%,-17%[60.1 µM],/,-11%,-3%
CC(Sc1nnc(Cc2cccs2)n1C1CC1)C(=O)NC1CCS(=O)(=O)C1 (stereo not given),-27%,23%,/,9%,/,-1%,6%,-14%,9%
CCN(CC)C(=O)Cn1c(=O)n(-c2ccc(C)c(C)c2)c(=O)c2c3c(sc21)CCCCC3,3%[59 µM],38%[activator],-5%,-8%,-3%,-23%,/,-12%,-4%
C#CCOCCOCCOCCNc1nc(N2CCN(C(=O)[C@H](CCCN=C(N)N)n3cc(C(N)[C@@H](C)CC)nn3)CC2)nc(N2CCN(C(=O)[C@H](CCCCN)n3cc([C@@H](N)[C@H](C)CC)nn3)CC2)n1 (stereo not given in full),/,?,/,-4%,/,4%,3%,-30%,/
CCOc1ccc(NC(=O)CN(C)C(=O)c2cc(-c3ccc(OC)cc3)nc3ccccc23)cc1OCC,50µM*,28%,/,-26%,/,-14%,-5%,-32%,-33%
O=[N+]([O-])c1cc(S(=O)(=O)N2CCCC2)ccc1NCCc1ccccc1,0%[59 µM],11%,1%,-11%,6%,-4%,1%,7%,-7%
CCc1ccc(OC(=O)/C=C/c2ccco2)cc1,/,?,-6%,-6%,35µM*,?,-8%,80%[activator],?
CCOC(=O)c1cc(-c2cc3ccccc3o2)nc2c1c(=O)[nH]c(=O)n2CCOC,0%,9%,1%,?,23%,-6%,-6%,-2%,14%
COc1ccc(CC(=O)Nc2nc3c(s2)CC(C)CC3)cc1 (stereo not given),-28%[59 µM],0%,-7%,4%,0%,3%,/,?,-35%
CCCNC(=O)Cn1cnc2sc(C(=O)NCCN(CC)CC)c(C)c2c1=O,79µM*,5%,1%,-13%,97%,-11%,2%,5%,0%
Cc1ccc(N2CC(NC(=O)C3CCCC3)CC2=O)cc1C (stereo not given),5%[59 µM],29%,0%,-18%,7%,1%[60.1 µM],/,-13%,-1%
Cc1ccc(C)c(NC(=O)CN(C)C(C)C(=O)N2CC(C)CC(C)C2)c1 (stereo not given),56µM*,10%,/,-9%,/,11%,6%,-20%,-5%
CCCCCCOC(=O)C[N+](C)(C)CCOC1CC2CCC1(C)C2(C)C (stereo not given),?,12%,-4%,-2%,9%,-18%,4%,-2%,34%[activator]

# Part of the list above in order of SMILES length, low to high.
SMILES,G9a block,POLI inh,BLM helicase inh,POLH inh,POLB inh,POLK inh,APE1 inh,JMJD2A Tudor inh,BAZ2B block
COc1ccc(CC(=O)Nc2nc3c(s2)CC(C)CC3)cc1 (stereo not given),-28%[59 µM],0%,-7%,4%,0%,3%,/,?,-35%
CCCCCCOC(=O)C[N+](C)(C)CCOC1CC2CCC1(C)C2(C)C (stereo not given),?,12%,-4%,-2%,9%,-18%,4%,-2%,34%[activator]
CCCNC(=O)Cn1cnc2sc(C(=O)NCCN(CC)CC)c(C)c2c1=O,79µM*,5%,1%,-13%,97%,-11%,2%,5%,0%
Cc1ccc(C)c(NC(=O)CN(C)C(C)C(=O)N2CC(C)CC(C)C2)c1 (stereo not given),56µM*,10%,/,-9%,/,11%,6%,-20%,-5%
O=[N+]([O-])c1cc(S(=O)(=O)N2CCCC2)ccc1NCCc1ccccc1,0%[59 µM],11%,1%,-11%,6%,-4%,1%,7%,-7%
CCOC(=O)c1cc(-c2cc3ccccc3o2)nc2c1c(=O)[nH]c(=O)n2CCOC,0%,9%,1%,?,23%,-6%,-6%,-2%,14%
CCN(CC)C(=O)Cn1c(=O)n(-c2ccc(C)c(C)c2)c(=O)c2c3c(sc21)CCCCC3,3%[59 µM],38%[activator],-5%,-8%,-3%,-23%,/,-12%,-4%
C#CCOCCOCCOCCNc1nc(N2CCN(C(=O)[C@H](CCCN=C(N)N)n3cc(C(N)[C@@H](C)CC)nn3)CC2)nc(N2CCN(C(=O)[C@H](CCCCN)n3cc([C@@H](N)[C@H](C)CC)nn3)CC2)n1 (stereo not given in full),/,?,/,-4%,/,4%,3%,-30%,/

# Compound activity from PubChem BioAssay.
